Nrf2 ARE act = activators of Nrf2 (ARE) signaling. AREc32 ARE-luciferase reporter (MCF7-derived line), luminescence, 24 h. Potency, µM (titrated, usually from 46.1 µM), for inactives: at the highest dose activation, usual class: activators. actives 0.31% (n = 410,000); further: % of control where 0% means no effect; nearly all actives have a fitted effect of over 65% in size
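AREc32 cells carrying an ARE-driven firefly luciferase reporter were seeded at 1000 cells/well in OPTI-MEM with 5% FBS, then exposed to compound for 24 hr at 37 deg C. Luminescence was read with Steady-Glo after 30 min at RT.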
S2 tox = viability counter-screen for ATXN expression inhibitors; S2 cells (HEK-293 line with an ATXN2-luciferase reporter) viability, CellTiter-Fluor protease fluorescence, 24 h; Potency, µM (titrated, usually from 56.7 µM), actives largely listed as cytotoxic; actives 0.49% (n = 400,000); further: nearly all actives have a fitted effect of over 40% in size
HepG2 tox = HepG2 cytotoxicity, counter-screen for TGF-b inhibitors; actives 0.76% (n = 410,000); HepG2 CAGA-GFP viability, ATP luminescence, 18 h; AID 588856; Potency, µM (highest dose often 46.1 µM), inactives show at the top dose activity change, negative = cytotoxicity, most hits filed as cytotoxic; further: some results filed as inactive show a strong effect at the top dose
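HepG2 CAGA-GFP cells (1000/well, DMEM with 1% FBS) received compound, then TGF-beta at 500 pg/mL final, and were incubated 18 hours at 37 degrees C. Viability was read by CellTiter-Glo luminescence. Media-only wells were set as complete cell-killing and DMSO as no toxicity.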
ATXN2 expr inh = reduces ATXN2 reporter expression in HEK-293 cells | HEK-293 ATXN2-luciferase reporter, luminescence, 24 h | Potency, µM (top dose mostly 57 µM), for inactives: top-dose activity change, negative = inhibition, usual class: inhibitors | actives 0.72% (n = 360,000) | AID 1745845; further: on the % scale 0 is the no-effect control and ±100 the full control effect; nearly all actives have a fitted effect of over 55% in size
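qHTS (up to 57 uM final) was run with 24 h compound exposure of reporter cells at 37 °C. Each well was multiplexed: SteadyGlo luminescence measured ATXN2-luciferase expression after a fluorogenic Gly-Phe-AFC viability readout (25 uM final).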
TGFb inhibitor = inhibitors of TGF-b signaling. AID 588855. Potency, µM (top dose mostly 46.1 µM), for the others: at the top dose activity, negative = inhibition, actives largely listed as inhibitors. actives 1.2% (n = 410,000). HepG2 CAGA-GFP TGF-b/SMAD3 reporter, GFP fluorescence, 18 h; TGF-beta stimulated, 500 pg/mL final; further: on the % scale 0 is the no-effect control and ±100 the full control effect; nearly all actives have a fitted effect of over 65% in size
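HEPG2 CAGA-GFP, 1000 cells/well; 2 h settle, 37 C; cpd via pin tool; TGF-b 500 pg/mL final; 18 h, 37 C; GFP imaging ex488/em500-530; %Activity normalised to -TGF-b and +DMSO controls; CRC fit, curve class.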
Nrf2 inh = inhibitors of Nrf2 signaling. A549 ARE-Fluc reporter, luciferase luminescence, 18-24 h. Potency, µM (top dose mostly 46 µM), for inactives: top-dose activity change, negative = inhibition, actives largely listed as inhibitors. actives 2.1% (n = 360,000). AID 504444; further: on the % scale 0 is the no-effect control and ±100 the full control effect; nearly all actives have a fitted effect of over 60% in size
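Nrf2 function is reported as luminescence of an ARE-controlled luciferase in A549 cells. Compounds were tested at several concentrations, and a CellTiter-Fluor read on the same wells flagged cytotoxicity.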
MCF10A rereplic = DNA re-replication induction in MCF 10a cells | MCF 10A DNA re-replication, Hoechst nuclear intensity, 48 h | Potency, µM (top dose mostly 46.1 µM), for inactives: top-dose activity, positive = re-replication, hits mostly activators | actives 2.9% (n = 350,000) | AID 624296; further: % of control where 0% means no effect; nearly all actives have a fitted effect of over 50% in size
A549 tox = kills or reduces viability of A549 cells in Nrf2 counter-screen; A549 ARE-Fluc cells, CellTiter-Fluor viability, 18-24 h; Potency, µM (top dose mostly 46 µM), for the others: at the top dose activity change, negative = cytotoxicity, hits mostly inhibitors; actives 0.16% (n = 390,000); AID 504648; further: on the % scale 0 is the no-effect control and ±100 the full control effect
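Cytotoxicity counterscreen: CellTiter-Fluor fluorescence was measured in A549 ARE_Fluc cells after 18-24 h of compound exposure in a concentration series. The subsequent BugLite luminescent read reports ARE-luciferase activity.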
EPAC2 antag = blocks human EPAC2 exchange factor; EPAC2 GEF exchange of Rap1B-BODIPY-GDP, fluorescence; Potency, µM (series often up to 114 µM), for inactives: at the top dose activity, negative = inhibition, most hits filed as inhibitors; actives 0.18% (n = 360,000); further: on the % scale 0 is the no-effect control and ±100 the full control effect; nearly all actives have a fitted effect of over 45% in size; many of its hits are not listed in these tables
Target sequence (Q8WZA2 whole entry, looked up): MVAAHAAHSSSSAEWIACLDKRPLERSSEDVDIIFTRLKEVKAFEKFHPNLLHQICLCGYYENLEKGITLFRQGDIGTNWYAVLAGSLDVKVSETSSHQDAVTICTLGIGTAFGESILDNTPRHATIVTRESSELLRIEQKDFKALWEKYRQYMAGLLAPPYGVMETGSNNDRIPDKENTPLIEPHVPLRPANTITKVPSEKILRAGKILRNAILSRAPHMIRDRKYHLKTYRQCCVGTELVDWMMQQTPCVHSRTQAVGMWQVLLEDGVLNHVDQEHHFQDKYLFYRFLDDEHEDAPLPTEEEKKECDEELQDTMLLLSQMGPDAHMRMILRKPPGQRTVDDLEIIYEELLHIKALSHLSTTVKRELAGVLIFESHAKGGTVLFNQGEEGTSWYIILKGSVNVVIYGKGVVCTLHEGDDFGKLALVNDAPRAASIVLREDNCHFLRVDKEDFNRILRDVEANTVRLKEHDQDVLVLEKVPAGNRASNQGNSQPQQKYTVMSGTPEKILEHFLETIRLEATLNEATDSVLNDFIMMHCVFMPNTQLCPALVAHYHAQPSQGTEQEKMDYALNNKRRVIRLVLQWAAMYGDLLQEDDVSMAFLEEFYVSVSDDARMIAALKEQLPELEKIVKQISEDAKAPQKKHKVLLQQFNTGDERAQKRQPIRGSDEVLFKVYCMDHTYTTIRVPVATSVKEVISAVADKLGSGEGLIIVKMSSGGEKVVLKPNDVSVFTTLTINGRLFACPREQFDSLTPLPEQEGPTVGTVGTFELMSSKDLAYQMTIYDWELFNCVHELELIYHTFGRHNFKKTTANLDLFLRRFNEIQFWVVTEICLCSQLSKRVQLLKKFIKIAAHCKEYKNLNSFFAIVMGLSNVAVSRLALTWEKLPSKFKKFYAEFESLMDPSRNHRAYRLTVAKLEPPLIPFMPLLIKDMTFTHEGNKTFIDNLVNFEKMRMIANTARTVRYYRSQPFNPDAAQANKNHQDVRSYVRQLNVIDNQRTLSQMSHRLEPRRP
* hit, by the source's call; i = inactive; ? = inconclusive; / = not tested or not shown; & = joins results of further samples; [ ] = another dose, or the depositor's remark. The call rests on the fitted dose curve; in most records, active means well fitted curve in the direction sought with a large enough effect; inconclusive means small, poorly fitted or top-dose-only effect, or another doubt; inactive means no such curve, though single readings can be large; an effect the other way counts as inactive or inconclusive. Potency means the concentration at half of the fitted maximal effect.

SMILES	Nrf2 ARE act	S2 tox	HepG2 tox	ATXN2 expr inh	TGFb inhibitor	Nrf2 inh	MCF10A rereplic	A549 tox	EPAC2 antag
CC(C)CCNC(=O)c1cnc2sc(N3CCCCC3)nn2c1=O	0.3%	i	-22%	?	-5%	-5%	/	-4%	/
COc1ccc(SC[C@H](C)CN2CC[C@H](C)CCC2=O)cc1	-0.5%	?	-22%&-34%	?	-22%&-26%	-17%	20%	0%	-26%
CCOCCCNC(=S)NCCc1ccccc1	3.9%	?	31%	26%	-13%	7%	0%	-4%	5%
CC(C)c1ccc(Nc2c(-c3ccc(N4CCOCC4)cc3)nc3ncccn23)cc1	1.5%	/	-5%	/	?	1%	/	10%	/
COc1cccc(/C=N/Nc2cc(N3CCOCC3)ncn2)c1O	-0.6%	i	-65%	?	?	-9%	?	-3%	3%
Cc1cccc(C2c3c(n(C)c(=O)n(C)c3=O)N=C3c4ccccc4C(=O)C32)c1 (stereo not drawn)	-0.5%	?	-3%	?	1%	0%	?	3%	-10%
O=P(c1ccccc1)(c1ccccc1)N(c1ccccc1)c1ccccc1	2.3%	i	-25%	-8%	-16%	4%	4%	-4%	-2%
COC(=O)c1cccnc1N1CCN(c2ccccc2F)CC1	0.1%	i	-3%	-7%	7%	-13%	7%	2%	0%
COCCNc1ncnc2c1ncn2[C@H]1CN(Cc2ccc(OC)cc2)C[C@@H](CO)O1	0.1%	i	-1%	3%	30%	/	/	/	-5%
Cn1nc(C(=O)N2CCC(C(N)=O)CC2)c2c1-c1ccccc1SC2	-0.8%	i	-12%	13%	4%	3%	0%	7%	-4%
O=C(c1cccc(-c2nnc(-c3ccccc3)o2)c1)N1CCCCCC1	0.6%	i	-15%	16%	5%	/	-1%	3%	-8%
Cc1ccccc1C(=O)O/N=C(\N)Cc1cccs1	21%	?	0%	4%	3%	0%	-2%	?	-5%
COc1ccc(NC(=O)C[C@@H]2C(=O)N(Cc3ccccc3)CC2(C)C)cc1	-0.3%	i	2%	1%	-6%	/	/	/	3%
O=[N+]([O-])c1cccc(-c2nnc(C3CC3)o2)c1	0.2%	i	12%	-3%	23%	-8%	4%	10%	-1%
O=S(=O)(NCC(c1ccccc1)N1CCc2ccccc21)c1ccccc1 (stereo not drawn)	0.0%	?	-39%	?	?	?	/	-2%	/
CC(CCc1ccccc1)NC(=O)CSc1nc(N)cc(N)n1 (stereo not drawn)	0.2%	i	-1%	-6%	-5%	-8%	9%	-2%	-2%
CC1CCCC(=NNC(=O)C2COc3ccccc3O2)C1 (stereo not drawn)	-0.4%	i	4%	3%	-3%	16%	17%	0%	1%
COc1ccccc1-n1nnnc1SCC(=O)NC1CCCC1	-0.5%	i	6%	-7%	-7%	27%	-3%	-2%	15%
CC(Nc1cccc(C(=O)NC2CC2)c1)c1nnc(-c2ccccc2)o1 (stereo not drawn)	0.3%	i	-17%	-9%	1%	2%	-15%	11%	2%
N#Cc1cccc(NC(=O)CCC2CCCC2)c1	-0.4%	i	3%	5%	2%	18%	3%	-5%	11%
COc1cc(NC(=O)N2CCOCC2)cc(OC)c1	-0.4%	i	-1%	5%	1%	-3%	4%	0%	-3%
Cc1cc(O)c(NC(=O)c2ccc(C)c([N+](=O)[O-])c2)cc1C	5.8%	i	-5%	9%	3%	0%	-5%	-2%	4%
COc1cc(CN2CCC(n3nccc3NC(=O)CCCc3ccccc3)CC2)ccc1O	2.3%	i	5%	2%	7%	22%	6%	5%	1%
CC(C)C[C@H](NC(=O)N1CCn2c1nc1ccccc12)C(=O)N[C@H](Cc1ccccc1)C(=O)O	-1.3%	i	1%	-6%	8%	-2%	-5%	7%	-7%
CCOc1ccc(N(c2nc(-c3ccc(OC)c(OC)c3)no2)c2nc(-c3ccc(OC)c(OC)c3)no2)cc1	-0.2%	i	-1%	2%	0%	0%	/	-5%	/

One compound at a time, from the list above.
Record of COc1cc(CN2CCC(n3nccc3NC(=O)CCCc3ccccc3)CC2)ccc1O : Nrf2 ARE act: 2.3%; S2 tox: i; HepG2 tox: 5%; ATXN2 expr inh: 2%; TGFb inhibitor: 7%; Nrf2 inh: 22%; MCF10A rereplic: 6%; A549 tox: 5%; EPAC2 antag: 1%
Record of Cc1cccc(C2c3c(n(C)c(=O)n(C)c3=O)N=C3c4ccccc4C(=O)C32)c1 (stereo not drawn) : Nrf2 ARE act: -0.5%; S2 tox: ?; HepG2 tox: -3%; ATXN2 expr inh: ?; TGFb inhibitor: 1%; Nrf2 inh: 0%; MCF10A rereplic: ?; A549 tox: 3%; EPAC2 antag: -10%
Record of O=P(c1ccccc1)(c1ccccc1)N(c1ccccc1)c1ccccc1 : Nrf2 ARE act: 2.3%; S2 tox: i; HepG2 tox: -25%; ATXN2 expr inh: -8%; TGFb inhibitor: -16%; Nrf2 inh: 4%; MCF10A rereplic: 4%; A549 tox: -4%; EPAC2 antag: -2%

The results go on.
SMILES	Nrf2 ARE act	S2 tox	HepG2 tox	ATXN2 expr inh	TGFb inhibitor	Nrf2 inh	MCF10A rereplic	A549 tox	EPAC2 antag
O=C(CN1C(=O)C2C3CCC(C3)C2C1=O)NCc1ccco1 (stereo not drawn)	0.1%	i	6%	/	5%	0%	-2%	5%	-6%
CN1C(=O)c2ccc(NC(=O)c3cccc(N4C(=O)CCC4=O)c3)cc2C1=O	-0.9%	i	4%	/	1%	5%	-15%	0%	2%[57.1 µM]
c1ccc(-c2oc3ncnc(NCCN4CCOCC4)c3c2-c2ccccc2)cc1	0.5%	i	-41%	-24%	-15%	?	-1%	-10%	-11%
COc1cccc(NC(=O)CCc2nc(-c3cc(OC)c(OC)c(OC)c3)no2)c1	6.2%	?	-26%	-20%	26%	-28%	/	4%	/
COc1ccc(NC(=O)Cn2nnc(C(=O)NCc3ccc4c(c3)OCO4)c2N)c(OC)c1	0.1%	i	-16%	-5%	4%	?	?	-22%	-21%
COc1ccc(CC(=O)Nc2nncs2)cc1OC	0.2%	i	-33%	-4%	?	11%	-8%	-16%	-21%
CCc1c(C)nc(SCC(=O)N2CCCCC2)[nH]c1=O	0.2%	i	21%	/	2%	29%	2%	14%	3%
COC(=O)CCC1(C(N)=O)CCC(=O)c2ccccc21 (stereo not drawn)	-0.3%	?	11%	-2%	-4%	1%	-1%	3%	10%
Cc1ccc2[nH]c(C(=O)N3CCCC(Nc4ccc(F)cc4)C3)cc2c1 (stereo not drawn)	2.2%	?	-7%	?	-4%	?	?	-12%	-7%
O=C(c1cc2ccccc2o1)c1cccs1	22µM*	i	-8%	58%[activator]	39%[activator]	?	1%	0%	-8%
Cc1cc(Nc2ccccc2)n(CCO)n1	-0.1%	/	-21%	/	0%	0%	1%	2%	-2%
CCOC(=O)c1ccc(NC(=O)Cc2noc3ccc(C)cc23)cc1	4.3%	?	-13%	-18%	?	?	/	-12%	/
O=C(CCNC(=O)c1ccc([N+](=O)[O-])cc1)NCC1COc2ccccc2O1 (stereo not drawn)	0.3%	i	1%	9%	-2%	6%	1%	2%	2%
CC(O)(c1cccs1)C(C(=O)O)c1ccccc1 (stereo not drawn)	3.2%	i	16%	12%	0%	3%	-1%	6%	4%
C=CCn1c(=O)c(C(=O)OCC)c(O)c2ccccc21	-0.1%	i	-2%	/	-25%	0%	4%	?	7%
Cc1ccc(Cn2c(=O)n(Cc3ccccc3)c(=O)c3oc4ccccc4c32)cc1	0.6%	i	-5%	5%	7%	8%	/	14%	/
Cc1cc(OC(C)C(=O)NCC2CCC(C(=O)O)CC2)c2c(C)c(Cc3ccccc3)c(=O)oc2c1 (stereo not drawn)	0.5%	i	-8%	-7%	-24%	?	0%	0%	27%
C#CCNC(=O)C1=C[C@@H](C)[C@H](CCCO)[C@@H](OCC)O1	-1.4%	i	-6%	2%	?	-7%	19%	7%	0%
CCC1CCCCN1CCCNC(=O)CC1Oc2ccccc2NC1=O (stereo not drawn)	-0.3%	i	-3%	-13%	-2%	8%	33%	7%	11%
CN(CC(=O)Nc1ccc(Cl)c(C(F)(F)F)c1)C(=O)COc1cccc2cccnc12	0.1%	i	-27%	/	-5%	/	/	/	-17%
CCCc1cnc2c(c1SCC(=O)N1CCC(C)CC1)c(=O)n(C)c(=O)n2C	8.4%	?	-28%	-33%	-28%	/	/	-7%	/
CCCCOc1nc(N)nc(-c2ccccc2)n1	0.7%	i	-24%	1%	-3%	-2%	7%	-19%	6%
Cn1nnnc1SCC(=O)c1ccc2c(c1)OCCO2	3.9%	i	3%	7%	-4%	6%	2%	0%	3%
CCCCCOC(=O)c1c(N)n(CCOC)c2nc3ccccc3nc12	4.6%	i	-30%	-17%	-17%	?	1%	-5%	-10%
CN(Cc1ccon1)C(=O)C1CCN(C2CCN(CCCc3ccccc3)CC2)CC1	-0.6%	i	-7%	-9%	4%	-14%	-1%	0%	21%
Further records follow:
SMILES	Nrf2 ARE act	S2 tox	HepG2 tox	ATXN2 expr inh	TGFb inhibitor	Nrf2 inh	MCF10A rereplic	A549 tox	EPAC2 antag
CN(Cc1ccccc1OCCO)CC1CCCN(CCc2ccc(Cl)cc2)C1 (stereo not drawn)	-0.2%	/	-53%	/	-1%	-22%	?	9%	2%
CN(C)NC(=O)c1ccsc1NC(=O)c1ccc(S(=O)(=O)N(C)C)cc1	0.2%	?	1%	-28%	16%	-6%	0%	-6%	3%
CC(C)CCN1CCN(Cc2cccs2)CC1CCO (stereo not drawn)	-0.2%	i	-2%	-8%	1%	-13%	18%	0%	-4%
O=C(CS(=O)CC(=O)N(CC(=O)NC1CCCC1)c1ccccc1F)Nc1ccc(F)cc1 (stereo not drawn)	0.2%	i	-2%	4%	2%	6%	0%	0%	2%
CCN(CC)c1ccc(NC(=O)CSc2nnc(C)c(=O)[nH]2)cc1	0.1%	i	-1%	2%	19%	5%	/	13%	/
Cc1ccc(/C=C/S(=O)(=O)NCC(=O)OCC(=O)N2CC(=O)Nc3ccccc32)cc1	2.1%	i	3%	8%	8%	-15%	14%	-3%	-1%
O=c1c2cc(NC(=S)N3CCCCC3)ccc2nc2n1CCCCC2	0.5%	i	-6%	14%	4%	7%	7%	4%	4%
CC(C)C(NS(=O)(=O)c1cccc2nsnc12)C(=O)NCc1ccco1 (stereo not drawn)	-0.8%	i	-13%	-20%	-6%	5%	2%	3%	0%

An excerpt, so the mix of outcomes need not match the whole.
